Assay outcomes: PubChem, several laboratories
MEP2 TOR yeast = modulators of MEP2-GFP levels in yeast, primary screen, S. cerevisiae, multiplex flow cytometry, MLPCN library; AID 2016, 2009; S. cerevisiae MEP2-GFP strain, 3 h; 100% = DMSO control level; GFP response vs DMSO, % at 10 µM; 330,000 tested, 0.51% active;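 active = GFP response versus DMSO above a set limit, roughly screen mean plus 3 SD, cut at about 180% in these data; inconclusive = fewer than 70 cells counted for a yeast strain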;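 note: median GFP fluorescence of the barcode-gated MEP2-GFP cells per well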
LAP4 TOR yeast = modulators of LAP4-GFP expression in yeast, primary screen, S. cerevisiae, multiplex flow cytometry, MLPCN library; GFP response vs DMSO, % at 10 µM; 320,000 tested, 0.34% active; 3 h; median GFP as percent of DMSO wells;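 active = GFP response vs DMSO above a set limit, about the screen mean plus 3 SD, cut at about 150% in these data; inconclusive = under 70 cell events counted for the yeast strain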
RPL19A-GFP yeast = RPL19A-GFP expression modulators in yeast, primary screen, cell-based, S. cerevisiae, multiplex flow cytometry, MLPCN. S. cerevisiae RPL19A-GFP strain, 3 h; hits give low values. percent response vs DMSO, % at 10 µM. 330,000 tested, 0.3% active. AID 2025, 2009;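 active = percent response vs DMSO below 50%; inconclusive = fewer than 70 events counted for the yeast strain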;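 note: median channel GFP fluorescence of the barcoded RPL19A-GFP strain; ratio of sample median GFP to plate DMSO average so 100% = DMSO; lower means less RPL19A-GFP as with rapamycin TOR inhibition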
JMJD2C inh = inhibitors of GASC-1 histone demethylase, primary screen, biochemical, fluorescence, DELFIA europium. GST-JMJD2C(1-420) H3K9me3 demethylation. inhibition, % at 2.35 µM. 330,000 tested, 0.069% active;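 active = more than half of a compound's replicate wells show inhibition beyond 50%, single wells judged on their own value; inconclusive = some, but no more than half, of replicates pass 50% inhibition; inactive = no replicate passes 50% inhibition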;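 note: signal counts dimethyl H3K9 product captured on neutravidin plate; 0% = median of DMSO wells and 100% = 0.3 times that DMSO median; strong numbers were not always called active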
Target sequence (Q9H3R0 1-420 limits assumed): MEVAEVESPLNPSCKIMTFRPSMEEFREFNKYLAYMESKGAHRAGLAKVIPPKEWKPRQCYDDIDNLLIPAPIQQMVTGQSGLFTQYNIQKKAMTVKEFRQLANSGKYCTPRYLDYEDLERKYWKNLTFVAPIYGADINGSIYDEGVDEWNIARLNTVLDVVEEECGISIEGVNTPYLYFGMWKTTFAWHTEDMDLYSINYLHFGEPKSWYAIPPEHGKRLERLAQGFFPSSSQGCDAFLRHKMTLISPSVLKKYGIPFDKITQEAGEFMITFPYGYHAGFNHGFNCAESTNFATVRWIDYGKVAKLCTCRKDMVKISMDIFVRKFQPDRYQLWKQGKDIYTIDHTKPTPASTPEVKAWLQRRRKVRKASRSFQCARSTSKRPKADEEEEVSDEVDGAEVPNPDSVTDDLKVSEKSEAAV
GRK2 inh = compounds blocking aptamer binding on GRK2 – biochemical, human GRK2, bead flow cytometry, HTS, primary screen; 330,000 tested, 0.59% active; AID 488847, 2010; inhibition of aptamer binding, % at 10 µM; FAM-aptamer displacement from GRK2;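 active = inhibition of aptamer binding above 40%, roughly 3 SD of noise, on plates passing a quality check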;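 note: median bead fluorescence of bound FAM aptamer so fluorescent compounds give negative values; no value below 0 was filed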
VLA-4 inh = inhibition in human VLA-4 binding assay, primary screen, VLA-4 allosteric modulator project, MLPCN library, flow cytometry, VLA-4 expressing cells; ligand binding flow cytometry; inhibition, % (about 7 µM as worked out from the volumes in the protocol); 330,000 tested, 0.2% active; in the data active = inhibition above about 50%
CIT2-GFP yeast = modulators of CIT2-GFP expression in yeast, primary screen, S. cerevisiae, GFP fusion, multiplex flow cytometry, MLPCN library; S. cerevisiae CIT2-GFP strain, 3 h; 100 means same as DMSO wells; 320,000 tested, 0.065% active; GFP response vs DMSO, % at 10 µM;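 active = GFP response relative to DMSO above a set limit, near the screen mean plus 3 SD, cut at about 150% in these data; inconclusive = Fewer than 70 cells measured for a yeast strain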;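 note: ratio of well median GFP fluorescence to mean of DMSO wells on the plate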
AGP1 TOR yeast = modulators of AGP1-GFP expression in yeast TOR pathway, primary screen, cell-based, multiplex flow cytometry, S. cerevisiae, MLPCN library; GFP response vs DMSO, % at 10 µM; 320,000 tested, 0.02% active; 3 h; GFP as percent of DMSO wells;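 active = GFP response relative to DMSO above a set limit, near screen average plus 3 SD, cut at about 150% in these data; inconclusive = fewer than 70 cells counted for the yeast strain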;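 note: median GFP channel fluorescence of the gated AGP1 strain per well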
Active calls of the source: *; ? = inconclusive; · = not tested or not shown; & = joins results of further samples; [ ] = dose if it differs, or a comment.

entry	AGP1 TOR yeast	LAP4 TOR yeast	RPL19A-GFP yeast	CIT2-GFP yeast	GRK2 inh	VLA-4 inh	JMJD2C inh	MEP2 TOR yeast	SMILES
1	108	110	104	103	0	-8	0	110	COc1ccccc1NC(=O)CSc1nnc(Cn2c(=O)sc3ccccc32)n1C
2	112	100	104	110	1	-26	-3	106	COc1ccc(C2=NS(=O)(=O)N(C)C(C(=O)NC(C)c3ccccc3)=C2)cc1OC (stereo unspecified)
3	104	102	99	112	0	5	-14	105	CCNC(=O)C(Cc1ccccc1)NC(=O)OCc1ccccc1 (stereo unspecified)
4	98	94	95	92	0	1	18	84	CC1(NC(=O)c2cc(-c3cccs3)nn2-c2ccccc2)CCS(=O)(=O)C1 (stereo unspecified)
5	107	97	97	90	2	6	2	95	COc1ccc(CNC(=O)CSc2nnc(C)c(=O)[nH]2)cc1
6	98	102	101	99	0	8	1	103	CCc1cc(=O)oc2cc(C)cc(OC(C)C(=O)O)c12 (stereo unspecified)
7	97	112	95	95	0	6	-2	99	O=C(c1ccccc1)c1ccc(CN2C(=O)c3ccccc3C2=O)o1
8	96	97	96	92	0	1	1	99	CC(=O)N(CCC(c1ccccc1)c1ccco1)Cc1cccs1 (stereo unspecified)
9	95	86	94	93	0	-11	-9	91	O=C1c2cccc3cccc(c23)C(=O)N1CCCN1CCN(c2ccc(F)cc2)CC1
10	103	103	95	90	1	18	-4	87	CC(Sc1nc2ncc(Cl)cc2[nH]1)C(=O)c1c(N)n(C)c(=O)n(C)c1=O (stereo unspecified)
11	108	111	108	·	3	5	4	102	COc1ccc2ccccc2c1CN1CCCC(CO)C1 (stereo unspecified)
12	98	103	96	99	0	2	-38	102	Cc1c(OCC(=O)N2CCC(C(=O)O)CC2)ccc2c3c(c(=O)oc12)CCCC3
13	96	98	103	106	0	6	1	103	Cc1ccc(N2C(=O)C(NC(=O)c3ccccc3)(C(F)(F)F)C3=C2CC(C)(C)CC3=O)cc1 (stereo unspecified)
14	101	110	99	89	0	7	-5	102	Cc1ccc(S(=O)(=O)N2CCC(C(=O)Nc3ccccc3N3CCCC3)CC2)c(C)c1
15	93	103	98	91	1	-21	·	95	CCc1ccccc1OCC(=O)Nc1cccc(S(=O)(=O)NC2=NCCC2)c1

Single records, as listed above. Screens in order: AGP1 TOR yeast, LAP4 TOR yeast, RPL19A-GFP yeast, CIT2-GFP yeast, GRK2 inh, VLA-4 inh, JMJD2C inh, MEP2 TOR yeast
`Cc1c(OCC(=O)N2CCC(C(=O)O)CC2)ccc2c3c(c(=O)oc12)CCCC3` reads 98, 103, 96, 99, 0, 2, -38, 102
`Cc1ccc(N2C(=O)C(NC(=O)c3ccccc3)(C(F)(F)F)C3=C2CC(C)(C)CC3=O)cc1` (stereo unspecified) reads 96, 98, 103, 106, 0, 6, 1, 103
`CC1(NC(=O)c2cc(-c3cccs3)nn2-c2ccccc2)CCS(=O)(=O)C1` (stereo unspecified) reads 98, 94, 95, 92, 0, 1, 18, 84
`O=C(c1ccccc1)c1ccc(CN2C(=O)c3ccccc3C2=O)o1` reads 97, 112, 95, 95, 0, 6, -2, 99

More structures.
entry	AGP1 TOR yeast	LAP4 TOR yeast	RPL19A-GFP yeast	CIT2-GFP yeast	GRK2 inh	VLA-4 inh	JMJD2C inh	MEP2 TOR yeast	SMILES
16	97	107	97	98	0	6	-6	98	COc1ccc(NC(=O)N2CCN(c3ccc([N+](=O)[O-])cc3)CC2)cc1OC
17	104	102	105	108	6	-2	-3	106	C#CCN1C(=O)C(O)(CC(=O)/C=C/c2ccco2)c2ccccc21 (stereo unspecified)
18	72	121	92	66	3	-7	-1	92	O=C(CNC(=O)c1nc[nH]c1C(=O)N1CCc2ccccc2C1)OCc1ccccc1
19	97	94	95	95	0	27	-2	95	CCN1CCN(c2ccc(NC(=O)c3ccc4c(c3)OCO4)cc2)CC1
20	97	93	102	105	3	6	5	107	COc1ccc(-c2csc3ncnc(NCCCO)c23)cc1
21	?	80	91	95	1	3	-7	?	O=C(COC(=O)/C=C/c1ccc([N+](=O)[O-])cc1)NCC1CCCO1 (stereo unspecified)
22	102	98	99	103	0	-2	6	104	COC(=O)C(NC(C)=O)(Nc1nc(C)cs1)C(F)(F)F (stereo unspecified)
23	102	107	97	87	1	6	1	101	Cc1ccc(NC(=O)COc2cccc(C)c2C)cc1S(=O)(=O)N1CCCCCC1
24	89	108	99	95	0	3	-15	105	Cc1ccnc(NC(=O)C23CC4CC(CC(C4)C2)C3)c1
25	84	99	91	85	0	28	-2	92	COCCNC(=O)c1cc2oc3ccccc3c2n1C
26	108	95	120	108	0	3	34	110	C=CCN(c1cccc(C(F)(F)F)c1)S(=O)(=O)c1cccc(C(=O)OCC(=O)NC)c1
27	100	92	99	109	2	0	8	108	COC(=O)c1ccc(CNC(=O)CCC(=O)N2CCOCC2)cc1
28	93	84	101	106	1	2	-10	106	O=C1CCC([N+](=O)[O-])C(c2cc(Br)ccc2F)N1 (stereo unspecified)
29	104	99	103	98	0	-1	9	98	CC(=O)Nc1ccc(S(=O)(=O)N2CC3(C)CC2CC(C)(C)C3)cc1 (stereo unspecified)
30	88	88	93	90	1	-6	2	93	O=C(NCCc1c[nH]c2ccccc12)c1ccc2c(c1)OCO2
31	108	111	105	96	1	-5	·	101	COC(=O)[C@]1(Cc2ccccc2)N[C@H](CN(C)C(=O)NC(C)C)[C@@H]2C(=O)N(C)C(=O)[C@@H]21
32	102	90	100	87	0	-5	-5	100	CCOC(=O)Nc1ccc(S(=O)(=O)Nc2nccc(C)n2)cc1
33	90	93	98	84	0	-9	-24	97	CCOc1ccc(C(=O)NCC(=O)OCC(=O)Nc2ccccc2OCC)cc1
34	96	108	101	100	0	6	5	110	O=c1c2ccccc2c(-c2ccccc2)nn1Cc1ccccc1
35	96	94	91	84	1	-15	-4	92	CCC(C(=O)NC1C(=O)N2C(C(=O)O)=C(CSc3nnc(C)s3)CSC12)c1ccccc1 (stereo unspecified)
36	101	98	97	98	2	4	3	100	Cc1ccc(NS(=O)(=O)c2ccc(NC(=O)[C@@H]3CCCC[C@@H]3C(=O)O)cc2)c(C)c1
37	98	100	97	95	0	4	7	90	Fc1cccc(/C=N/Nc2ncnc3nc[nH]c23)c1
38	98	105	100	95	2	-8	-7&5	97	CCOC(=O)c1cccc(NC(=O)CSc2nnc(COc3ccc(Cl)cc3)o2)c1
39	87	92	97	70	0	15	1	101	COc1ccc(Nc2cc(C)c3ccccc3n2)cc1
40	99	95	100	107	0	28	-5	105	Cn1cnc([N+](=O)[O-])c1Sc1ccccc1
41	88	99	98	93	36	-14	-9	112	CCOC(=O)C1CCN(CC(=O)c2c(C)[nH]c3cc(C)ccc23)CC1
42	99	92	101	96	0	6	0	94	O=C(NCCO)/C(=C\c1ccc2c(c1)OCO2)NC(=O)c1ccc(Br)cc1
43	108	105	97	98	1	1	-2	97	O=C(CSc1ncccn1)NC1CCCc2ccccc21 (stereo unspecified)
44	85	93	91	86	2	3	1	89	CC1CCN(C(=O)CCCOc2ccc(Cl)cc2)CC1
45	102	101	99	100	2	43	-24	98	COc1cccc2c(=O)n(CC(=O)Nc3cccc(F)c3)ccc12
46	106	103	98	104	0	0	-36	107	CCOC(=O)CNC(=O)CSc1nnc(NC(=O)c2ccc(C)cc2)s1
47	115	96	109	113	1	0	11	109	Cc1ccc(C(=O)N/C(=C/c2ccco2)C(=O)OCN2C(=O)c3ccccc3C2=O)cc1
48	106	103	100	101	0	-5	6	102	O=C(COC(=O)c1ccc[nH]c1=O)NC1CC1
49	81[may fluoresce red and violet]	94[may fluoresce red and violet]	?	?	0	-14	-4	87[may fluoresce red and violet]	Cc1cccc(-c2noc(CCC(=O)Nc3ccccc3)n2)c1
50	99	98	103	98	0	34	-39	98	CC(=O)Nc1ccc(/C=C(\C#N)C(=O)NC2CCCCC2C)cc1 (stereo unspecified)
51	101	116	103	98	0	10	3	106	COc1cccc(-c2cc(C(=O)NC3CCCC3)no2)c1
52	99	96	104	102	3	4	11	103	CC(C(=O)N(C)C1CCCCC1)N1CCC(C(N)=O)CC1 (stereo unspecified)
53	95	108	99	94	0	0	-4	100	COC(=O)N[C@@H]1C[C@H]2[C@@H]3CC[C@H]4C[C@@H](OC)CC[C@]4(C)[C@H]3CC[C@@]12C
54	83	105	102	86	4	-25	-8	91	COC(=O)c1ccc(C(NC(=O)OCc2ccccc2)/C(C)=C/[C@@H](C)C(=O)NCc2ccc(OC)c(OC)c2)cc1 (stereo partly specified)
55	105	121	100	108	4	-19	-1	99	CC(C)c1ccc(NC(=O)CSc2nc3ccccc3nc2N2CCCC2)cc1
56	97	105	99	96	0	2	8	104	CCOc1cccc(NC(=O)C(Cc2cccs2)c2nn[nH]n2)c1 (stereo unspecified)
57	98	97	101	103	2	1	-35	105	CCOc1ccc2oc(C(=O)N3CCN(Cc4ccccc4)CC3)c(C)c2c1
58	102	104	101	101	6	12	3	106	Cc1ccc(CCNC(=O)C2CCC(=O)N(Cc3cccc(F)c3)C2)cc1 (stereo unspecified)
59	95	97	93	99	2	-2	·	97	CC1CCN(C(=O)c2[nH]cnc2C(=O)NC2CCN(C(=O)OC(C)(C)C)CC2)CC1
60	87	110	90	91	0	-9	2	93	Cc1ccc(-c2ccc(=O)n(CC(=O)N3CCN(c4cccc(C)c4)C(C)C3)n2)cc1 (stereo unspecified)
61	104	106	108	101	5	-6	9	112	Cc1cc(N2CCN(C(=O)c3ccco3)CC2)n2nc(C)nc2n1
62	104	99	96	96	0	-9	2	99	CC1CCCC(C)N1C(=O)COC(=O)Cc1c[nH]c2ccccc12 (stereo unspecified)
63	97	93	100	113	3	-5	8	111	O=C(c1ccc(F)cc1)N1CCN(Cc2ccccc2)CC1
